Compound activity deposited in PubChem BioAssay by several laboratories.
Neddylation inh – inhibitors of human cullin neddylation. TR-FRET cullin neddylation, biochemical. calls only at 25 µM. 360,000 compounds, 0.58% hits. AID 651699; in the data active means inhibition above about 36%
FAS-TE inh – blocks the thioesterase domain of human fatty acid synthase. P49327. recombinant FAS-TE, OMFH fluorogenic substrate, fluorescence endpoint. inhibition, % at 15 µM. 360,000 compounds, 0.67% hits;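 active means compounds whose normalised, plate-corrected inhibition of enzyme fluorescence in the single-dose primary screen is 50% or more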;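 further: 0% = DMSO with enzyme and 100% = substrate without enzyme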
CSN inh – CSN deneddylation inhibition. Q92905. Purified CSN, SCF-Nedd8-OG deneddylation, fluorescence polarization. inhibition, % at 12.5 µM. 360,000 compounds, 0.38% hits;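 active means pattern-corrected inhibition above about 35%, with an unprinted fluorescence ratio check between 0.5 and 1.5, limit read from the data, passing the limit was not always enough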;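 further: 0% = enzyme with substrate and 100% = substrate without enzyme; some results filed as inactive read as strong as hits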
Target sequence (Q92905 whole entry, looked up, one chain of several): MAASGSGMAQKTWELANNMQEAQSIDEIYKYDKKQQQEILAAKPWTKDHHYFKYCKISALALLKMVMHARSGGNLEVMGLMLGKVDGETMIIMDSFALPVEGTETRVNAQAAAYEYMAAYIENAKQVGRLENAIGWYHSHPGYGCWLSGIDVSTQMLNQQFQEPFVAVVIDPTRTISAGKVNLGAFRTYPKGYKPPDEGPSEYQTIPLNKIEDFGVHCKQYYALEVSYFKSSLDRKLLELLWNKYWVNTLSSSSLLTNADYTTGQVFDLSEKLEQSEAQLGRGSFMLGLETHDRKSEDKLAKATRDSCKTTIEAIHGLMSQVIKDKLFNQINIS
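Test system: Human Csn5 produced in HEK293T cells | Compound: 12.5 µM single point | Times: 90 min, room temperature | Signal: Fluorescence polarization readout | Read-out basis: % inhibition of substrate cleavage by Csn5 | Controls: no-enzyme wells high, enzyme-with-substrate wells low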
TbMetRS inhib – Trypanosoma brucei MetRS inhibition; purified T. brucei MetRS, ATP depletion, Kinase-Glo luminescence; inhibition, % at 11.9 µM; 360,000 compounds, 0.4% hits; AID 624268;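 active means inhibition above a per-plate cutoff of the control wells' mean inhibition plus 3 SD, cut at about 5.5% in these data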;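 further: 0% = DMSO wells median and 100% = median of wells with control inhibitor compound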
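Test system – parasite MetRS enzyme · Reagent – substrates ATP, L-methionine and bulk Escherichia coli tRNA · Doses – 11.9 µM compound single dose, 0.9% DMSO · Times – 15 min enzyme-compound preincubation, 2 h reaction, 10 min detection, 25 °C · Signal – Kinase-Glo luminescence, ATP depletion format · Controls – DMSO-only wells as low control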
bovine MsrA act – activators of bovine methionine sulfoxide reductase A; purified bovine MsrA, absorbance read-out; activation, % at 10.6 µM; 360,000 compounds, 0.3% hits; AID 602163; in the data active means activation above about 7.5%;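 further: 0% = vehicle and 100% = reference activator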
MsrA inhibitor – inhibits bovine methionine sulfoxide reductase A. purified bovine MsrA, absorbance read-out. 360,000 compounds, 0.75% hits. inhibition, % at 15.5 µM; in the data active means inhibition above about 4.5%;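 further: 0% = vehicle wells with enzyme and 100% = reference inhibitor wells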
eLon inh – inhibits E. coli Lon protease; P0A9M0; purified E. coli Lon protease, fluorescence polarization; inhibition, % at 7.94 µM; 360,000 compounds, 0.42% hits; in the data active means inhibition above about 13%, passing the limit was not always enough;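 further: 0% = enzyme with probe and DMSO and 100% = no enzyme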
MLLE-PAM2 inh – blocks PAM2 peptide binding to the PABP1 MLLE domain | GST-MLLE / FITC-PAM2 fluorescence polarization | 360,000 compounds, 0.36% hits | P11940 | inhibition, % at 20 µM | AID 588489; in the data active means inhibition above about 35%, passing the limit was not always enough;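 further: plate controls were DMSO wells with GST-MLLE for no effect and wells lacking GST-MLLE protein for full effect; some results filed as inactive read as strong as hits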
Target sequence (P11940 whole entry, looked up, the tested form may be a part): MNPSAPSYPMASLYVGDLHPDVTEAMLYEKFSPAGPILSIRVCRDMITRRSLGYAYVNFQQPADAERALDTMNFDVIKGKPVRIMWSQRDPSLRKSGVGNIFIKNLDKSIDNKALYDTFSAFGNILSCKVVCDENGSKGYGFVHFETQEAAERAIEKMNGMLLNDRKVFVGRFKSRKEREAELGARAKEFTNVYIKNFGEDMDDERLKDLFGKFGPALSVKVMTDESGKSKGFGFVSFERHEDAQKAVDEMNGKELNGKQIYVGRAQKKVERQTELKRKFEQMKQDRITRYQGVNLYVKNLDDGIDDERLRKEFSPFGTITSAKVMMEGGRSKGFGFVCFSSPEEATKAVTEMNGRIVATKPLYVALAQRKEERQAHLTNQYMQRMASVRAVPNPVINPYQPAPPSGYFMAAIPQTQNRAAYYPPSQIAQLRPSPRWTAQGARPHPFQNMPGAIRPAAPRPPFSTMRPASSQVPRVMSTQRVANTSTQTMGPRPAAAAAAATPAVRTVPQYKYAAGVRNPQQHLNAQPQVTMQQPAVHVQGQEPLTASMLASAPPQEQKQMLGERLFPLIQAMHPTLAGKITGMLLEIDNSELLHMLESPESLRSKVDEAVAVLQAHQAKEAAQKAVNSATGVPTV
Rin1-Abl PPI inh – human Rin1-Abl interaction inhibition. TR-FRET Rin1/Abl binding, biochemical. inhibition, % at 7.35 µM. 360,000 compounds, 0.4% hits. AID 588664; in the data active means inhibition above about 5%, passing the limit was not always enough
* hit, by the source's call; i = inactive; . = not tested or not shown; & = joins results of further samples.

compound	Neddylation inh	FAS-TE inh	CSN inh	TbMetRS inhib	bovine MsrA act	MsrA inhibitor	eLon inh	MLLE-PAM2 inh	Rin1-Abl PPI inh
Cc1ccc(S(=O)(=O)NNC(=O)C2CC=CCC2C(=O)O)cc1 (centres undefined)	i	-5.3	-16.5	0.0	-1.5	1.6	-6.3	-3.6	0.7
COc1cc(OC)c(OC)cc1CN1CCN(c2ccccc2OC)CC1	i	-6.0	3.6	-0.5	-1.9	1.5	-6.5	5.5	-1.1
Brc1ccccc1OCCN1CCCC1	i	-4.9	-7.9	0.4	-3.1	-0.3	5.4	9.4	0.3
CCOC(=O)c1ccc(NC(=S)N(CCN(C)C)C(C)c2ccncc2)cc1 (centres undefined)	i	-6.4	3.1	0.1	2.4	0.5	-5.2	11.6	0.4
O=C(NC1CCN(Cc2ccccc2)CC1)c1[nH]c(C(F)(F)F)nc1-c1ccccc1	i	-11.0&-7.4	4.6&0.3	0.3&-1.1	-0.8&-5.2	-0.9&-0.2	-3.4&-11.8	15.5&-0.3	1.4&5.5
CS(=O)(=O)N(CC(=O)Nc1ccccc1F)C1CCCCC1	i	-2.1	-0.9	0.2	-1.2	0.2	-4.8	-13.8	-1.2
O=[N+]([O-])c1ccc(/C=C2\CCC(C3=CCCC3)=C2N2CCOCC2)cc1	i	11.2	6.8	-0.4	-4.6	-0.8	-13.1	-18.6	-3.2
CCOCCCNS(=O)(=O)c1ccc2c(c1)CCN2C(C)=O	i	-5.7	-2.4	0.3	-1.6	0.0	5.8	15.9	-4.9
Cc1cn(C2OC[C@@H](O)[C@@H]2CO)c(=O)[nH]c1=O (some centres undefined)	i	-6.5	1.9	0.7	-2.9	-0.5	-0.3	-10.4	-0.8
CCN(CC)CCN(C(=O)c1ccc2ccccc2c1)c1nc2ccc(OC)cc2s1	i	16.1	0.6	-0.1	-3.0	0.3	0.6	7.0	-2.2
O=C(CN1C(=O)NC2(CCOc3ccccc32)C1=O)Nc1ccc(Br)cc1F (centres undefined)	i	8.6	-3.7	0.8	-3.9	-1.4	-2.4	16.6	0.9
CCOCCCNC(=O)CN1C(=O)COc2ccc(S(=O)(=O)N3CCC(C)CC3)cc21	i	5.4	-1.9	1.1	-1.0	.	-16.1	-1.3	1.1
Cc1ccc2oc(-c3ccco3)nc2c1	i	-3.7	-2.6	-0.8	-7.6	0.1	-2.5	-5.4	1.9
COc1ccc(C)cc1S(=O)(=O)N1CCN(C(=O)c2ncoc2-c2ccc(C)cc2)CC1	i	23.8	-2.8	-0.6	-3.7	-0.6	4.6	22.0	1.9
Cc1ccc(NC(=O)CCS(=O)(=O)c2ccccc2)cc1S(=O)(=O)N1CCOCC1	i	-0.6	-3.7	-0.6	-9.2	-1.2	-6.0	-19.6	1.2
O=C(COc1ccccc1[N+](=O)[O-])N(Cc1ccco1)C1CCS(=O)(=O)C1 (centres undefined)	i	-4.1	3.4	0.1	-3.6	0.9	13.9	-2.5	6.2
O=C(O)c1cccc2c1C(=O)c1cc([N+](=O)[O-])cc([N+](=O)[O-])c1-2	i	1.3	3.5	0.4	-11.6	5.6*	-5.2	30.5	-2.1
Cc1ccnc2nc(C(=O)NCCc3ccc(F)cc3)nn12	i	-0.8	0.8	-1.4	-10.7	0.2	-3.2	-0.4	1.1
CCN(CC)c1nc(C#N)cc(-c2ccc(OC)cc2)n1	i	20.3	-3.8	-0.7	6.4	8.0*	8.9	-0.7	0.2
c1ccc(CSc2ccc3nnc(-c4ccccn4)n3n2)cc1	i	-1.1	-7.3	-0.7	-3.5	0.1	2.4	11.3	-7.0
COC(=O)c1ccc(Nc2nnc(-c3ccc(C)c(S(=O)(=O)NCC4CCCO4)c3)c3ccccc23)cc1 (centres undefined)	i	66.9*	1.7	-0.2	-3.4	1.8	-6.7	0.2	1.1
CCCCCCCCC(=O)Nc1cc(C)ccc1OC	i	22.9	1.4	-0.8	0.1	-0.1	-19.7	2.6	3.3
C=CCNC(=O)C(=O)NN=C1CCN(C)CC1	i	-8.1	-0.2	-1.2	-2.6	-0.3	-5.5	-3.6	-2.4
CCOC(=O)C1(CC2CCCCO2)CCN(C(=O)Nc2ccccc2)CC1 (centres undefined)	i	-2.8	-2.3	-0.3	-1.9	1.6	1.2	-2.9	2.5
O=C(Nc1ccc(N2CCOCC2)cc1)c1ccc([N+](=O)[O-])cc1	i	1.4	-13.2	0.4	-3.0	0.5	1.1	26.6	3.4
N#Cc1cc2ccccc2nc1SCc1ccccn1	i	12.9	8.1	-0.2	-3.6	0.1	-39.1	8.1	-1.6
O=C(NCN1CCc2ccccc2C1)c1cnccn1	i	-7.6	6.4	-0.7	-2.0	0.0	-0.8	22.4	-2.9
CCN(C[C@H]1N[C@@](CC)(C(=O)OC)[C@H]2C(=O)N(C)C(=O)[C@@H]12)S(=O)(=O)c1ccc(C(C)(C)C)cc1	i	-9.3	-2.8	0.6	-1.6	3.0	-5.8	6.0	-1.5
CCOC(=O)C1CCN(C(=O)c2cc3cc(Cl)ccc3[nH]2)CC1	i	7.9	1.8	-0.7	-1.9	-1.4	-0.3	-4.2	-0.7
CCOCCCN1CC(C(=O)NCCc2ccccc2)CC1=O (centres undefined)	i	-5.7	-0.2	-0.6	-4.0	0.1	-3.6	14.5	2.3
CCN1C(=O)NC(c2ccc(Cl)cc2)C2=C1CCCC2=O (centres undefined)	i	-2.3	-0.8	-1.1	-3.0	-0.3	-1.5	-1.8	-0.5
O=C(c1cccc(C(F)(F)F)c1)N1CCOC12CCN(c1ncc(C(F)(F)F)cc1Cl)CC2	i	24.4	4.8	-1.1	-4.8	1.1	4.6	-5.3	7.7
COc1ccccc1NOC(=O)CCOc1ccccc1	i	5.2	2.0	0.0	-2.3	-0.2	2.5	-3.5	0.5
O=C1CCN(C(=O)Nc2ccccc2)N1	i	-10.1	-2.0	-0.4	-1.6	-0.3	-2.3	19.8	-1.5
O=C(NCCOc1cccc2cccnc12)c1cccs1	i	-3.4	-5.4	-0.8	-3.1	-0.4	3.2	16.9	0.8
c1ccc(OCCOCCN2CCOCC2)cc1	i	-4.9	2.7	0.0	-2.0	0.1	-7.4	2.6	-0.8
CCc1ccc(NC(=O)C2C3CCC(O3)C2C(=O)O)cc1 (centres undefined)	i	-6.1	0.1	-0.2	-2.5	0.6	4.5	2.9	-3.5
O=C(NCc1ccc(F)cc1)C1CCCN(S(=O)(=O)c2ccc(Br)s2)C1 (centres undefined)	i	20.8	1.5	-0.4	-2.7	-0.4	0.6	4.5	0.8
CS(=O)(=O)c1ccc(S(=O)(=O)N2CCC(CO)(CCCc3ccccc3)CC2)cc1	i	-21.2	1.9	-0.1	-2.7	-0.1	6.8	-8.7	-4.2
COc1ccc(CCNC(=O)C(=O)NCCOc2ccccc2Cl)cc1OC	i	-7.0	-5.2	-0.2	-5.2	-1.3	5.7	3.1	2.6
Cc1ccc(NC(=O)NCc2ccc3c(c2)OCO3)c(C)c1	i	-8.8	3.8	3.2	-3.0	-1.8	-4.6	-3.6	2.9
COc1ccc2c(c1)CCCC2NS(=O)(=O)OCC(Cl)(Cl)Cl (centres undefined)	i	29.4	-0.5	0.3	0.1	-1.8	2.3	2.3	1.4
O=C(COc1ccc(S(=O)(=O)N2CCCC2)cc1Cl)NCc1ccco1	i	2.3	5.2	0.3	-0.5	1.6	0.2	4.3	-2.4
COc1cccc(-c2csc(N3CCN(CC(=O)Nc4ccc5c(c4)OCO5)CC3)n2)c1	i	24.7	-2.8	-1.3	-9.6	-0.9	-5.8	13.7	-2.7
COc1ccccc1-c1sc2cc3c(cc2c1-c1ccc(OCCN2CCCCC2)cc1)OCO3	i	7.3	0.9	-0.6	-9.4	1.3	-1.7	-5.3	-0.4
CCN(CC)c1ccc(NC(=O)c2ccccc2OCC(=O)OC)cc1	i	20.0	-2.5	-0.1	-0.7	0.2	-1.2	16.9	-3.1
CCN(CC)S(=O)(=O)c1ccc2c(c1)nc(SCC(=O)N1CCOCC1)n2-c1ccccc1OC	i	1.5	4.3	-1.2	-0.5	-0.5	-10.5	-66.9	5.8
CCN(CC)C(=O)CSc1nc(N)c(C#N)c(-c2cccs2)c1C#N	i	-9.0	5.8	-0.1	-2.1	1.5	0.1	7.8	-3.7
COc1ccc(-c2ccc3c(c2)S(=O)(=O)c2cccc(C(=O)N4CCN(C5CCCCC5)CC4)c2C3=O)cc1OC	i	-18.2	27.8	-0.1	-2.9	0.3	-87.9	-36.9	-6.4
CCOC(=O)c1c(C)n(C)c2ccc(O)c(CN3CCC(C)CC3)c12	i	-15.3	0.1	-0.6	-1.1	.	-5.2	5.1	-0.8
O=C(CSc1ccc(Cl)cc1)NC(=O)c1ccccc1	i	0.1	5.4	-0.2	-7.9	-1.3	-7.4	26.4	2.4
O=C(CCC(=O)NNC(=O)Nc1ccc(Cl)cc1)NCc1ccccc1	i	-2.7	4.3	0.8	-3.0	.	-3.3	-1.4	-1.6
Cc1ccc(C2(C)NC(=O)N(CC(=O)N3CCN(S(=O)(=O)c4ccccc4[N+](=O)[O-])CC3)C2=O)cc1 (centres undefined)	i	41.6	-1.9	0.0	-1.6	-0.4	-2.3	-6.5	-1.6
CCNc1nc(NC(C)CC)nc(Oc2ccc(OCC)nn2)n1 (centres undefined)	i	-7.1	-0.5	-0.2	-5.6	0.4	-3.3	2.1	2.1
O=[N+]([O-])c1ccc2nc(SCc3cn4cc(Cl)ccc4n3)[nH]c2c1	i	22.5	-2.0	2.7	1.0	0.2	-5.4	-125.6	-0.3
O=C(c1ccc(Br)s1)N1CCN(C/C=C/c2ccccc2)CC1	i	2.0	-6.5	0.3	-1.1	0.3	2.3	9.6	2.3
Cc1cccn2cc(-c3ccc(S(=O)(=O)N4CCCCC4)cc3)nc12	.	10.1	1.6	-0.1	1.3	1.0	3.2	-16.5	-2.1
O=C(NCC1CCCO1)c1cc2c([nH]c3ccccc32)c(-c2cccc(Br)c2)n1 (centres undefined)	i	26.7	1.8	-0.3	-3.5	0.9	2.5	3.2	-2.7
Cc1ccccc1C(=O)N1CCN(C(c2ccccc2)c2ccccc2)CC1	i	20.4	-5.0	-0.2	-0.4	-0.7	-4.5	4.3	-5.8
COc1ccccc1C(=O)NNC(=O)CCN1C(=O)/C(=C\c2ccccc2)SC1=S	i	-1.2	-3.7	-0.2	-1.8	1.4	-5.2	2.8	1.1

MsrA inhibitor: what is marked active above.
Compound	Neddylation inh	CSN inh	TbMetRS inhib	bovine MsrA act	MsrA inhibitor	eLon inh	MLLE-PAM2 inh	Rin1-Abl PPI inh
O=C(O)c1cccc2c1C(=O)c1cc([N+](=O)[O-])cc([N+](=O)[O-])c1-2	i	3.5	0.4	-11.6	5.6*	-5.2	30.5	-2.1
CCN(CC)c1nc(C#N)cc(-c2ccc(OC)cc2)n1	i	-3.8	-0.7	6.4	8.0*	8.9	-0.7	0.2
